Compound activity as filed in PubChem.
phage Ecoli inh: E. coli growth loss with phage present; growth absorbance; inhibition, % at 11.9 µM; actives 0.26% (n = 360,000); AID 651602; in the data active means inhibition above about 11%
HTR5A inv ctr: HTR5A inverse agonism, opioid heterodimer counter-screen. P47898. HTR5A cell line, luminescence. inhibition, % at 9.3 µM. actives 0.083% (n = 340,000). AID 504634; in the data active means inhibition mostly above about 23%, no sharp cut-off; inactive means mostly below about 18%;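 further: 0% = cells with DMSO and 100% = no-cell wells with DMSO; some compounds called inactive have numbers as strong as hits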
Target sequence (P47898 whole entry, looked up): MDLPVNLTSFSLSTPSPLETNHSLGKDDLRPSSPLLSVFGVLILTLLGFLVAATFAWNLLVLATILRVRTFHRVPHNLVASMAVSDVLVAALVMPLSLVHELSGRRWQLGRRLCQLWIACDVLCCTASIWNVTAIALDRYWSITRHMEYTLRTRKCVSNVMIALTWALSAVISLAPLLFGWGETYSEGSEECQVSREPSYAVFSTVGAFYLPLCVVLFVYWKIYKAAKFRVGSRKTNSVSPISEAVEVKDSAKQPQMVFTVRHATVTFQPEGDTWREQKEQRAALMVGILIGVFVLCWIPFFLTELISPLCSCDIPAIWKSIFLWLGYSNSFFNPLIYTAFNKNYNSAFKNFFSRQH
Ecoli viability: counter-screen for AddAB inhibitors: E. coli growth inhibition. E. coli V3065 growth, OD600 absorbance, 18 h. inhibition, % at 11.9 µM. actives 0.27% (n = 330,000). AID 449728;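 active means inhibition above the campaign's mean inhibition across all tested compounds plus 3 SD, cut at about 9.9% in these data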;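 further: uninfected addAB+ strain grown without phage in ampicillin broth; 0% = DMSO wells and 100% = ciprofloxacin 0.95 µg/ml wells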
Tat transport: inhibitors of E. coli Tat protein transport; E. coli MC4100 TorA-mCherry Tat export, fluorescence; inhibition, % at 10 µM; actives 0.036% (n = 340,000);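 active means mean replicate inhibition at least 50% and at least half of replicates individually reaching 50%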;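 further: exported cargo escapes ClpAP degradation while cytoplasmic cargo is degraded and loses fluorescence; 0% = median of neutral control wells and 100% = median of NaSCN control wells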
CDK5 p35 inh: CDK5/p35 (human) kinase inhibition; Q00535+Q15078; Recombinant CDK5/p35, ADP-Glo luminescence, 60 min; inhibition, % at 10 µM; actives 0.01% (n = 330,000);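 active means highest replicate inhibition of at least 50% and at least 75% of replicates reaching 50%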;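 further: plate controls were DMSO neutral control for no effect and GW8510 at 10 µM for full effect; many of its hits are not listed in these tables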
SUMO Mot1 rescue: inhibitors of SUMOylation pathway: yeast Mot1-301 growth rescue; S. cerevisiae Mot1-301 growth rescue, ATP luminescence, 38.5C; percent above DMSO median, 100 means doubled; growth rescue, % at 18.8 µM; actives 1% (n = 320,000); AID 2716;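 active means every valid replicate shows activation above 250% relative to neutral control wells; inactive means the rest, any valid replicate at or below 250%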;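 further: OY570 slx delta 5 strain wells were the positive control but not used for scaling; some compounds called inactive have numbers as strong as hits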
DAGLB inh: diacylglycerol lipase beta (human) inhibition; HEK293T DAGLB membrane lysate, EnzChek fluorogenic substrate; inhibition, % at 5.17 µM; actives 0.059% (n = 340,000); in the data active means inhibition above about 34%;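 further: 0% = enzyme with vehicle and 100% = wells lacking enzyme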
PKA-R1A activ: PKA-R1A complex activation | AID 504707 | activation, % at 11.4 µM | PKA-R1A dissociation, Cy5-IP20 fluorescence polarization; scaled: DMSO 0%, 113 µM cGMP 100% | actives 0.083% (n = 340,000);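 active means percent activation above the mean of all tested compounds plus 3 SD, cut at about 19% in these data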;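 further: higher means more PKAc released from R1A so a rise in polarization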
PKA-R2B activ: activates the human PKA-R2B holoenzyme complex; P22694+P31323; PKA-R2B holoenzyme dissociation, Cy5-IP20 fluorescence polarization; R2B truncated from residue 108, S112A mutant; 0% DMSO only, 100% 113 µM cGMP; activation, % at 11.4 µM; actives 0.079% (n = 340,000);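 active means activation above a cutoff set at the mean over all compounds plus 3 SD, cut at about 18% in these data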;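 further: higher means more holoenzyme dissociation and a rise in polarization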
Target sequence (P31323 whole entry, looked up, other chains not shown, the tested form may be a part): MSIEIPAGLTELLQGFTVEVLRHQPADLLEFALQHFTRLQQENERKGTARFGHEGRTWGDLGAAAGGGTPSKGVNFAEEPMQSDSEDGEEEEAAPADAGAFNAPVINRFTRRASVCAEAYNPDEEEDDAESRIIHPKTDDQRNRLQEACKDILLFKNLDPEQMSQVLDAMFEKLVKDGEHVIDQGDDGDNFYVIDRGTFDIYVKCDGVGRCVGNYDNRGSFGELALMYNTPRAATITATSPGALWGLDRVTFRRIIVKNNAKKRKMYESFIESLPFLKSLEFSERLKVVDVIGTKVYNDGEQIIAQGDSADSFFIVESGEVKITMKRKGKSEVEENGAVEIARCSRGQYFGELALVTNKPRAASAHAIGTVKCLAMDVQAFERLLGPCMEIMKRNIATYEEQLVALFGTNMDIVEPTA
AddAB inh: less growth of phage-infected E. coli with AddAB. E. coli expressing H. pylori AddAB, absorbance growth. inhibition, % at 11.9 µM. actives 0.29% (n = 330,000); in the data active means inhibition above about 12%;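 further: 0% = vehicle wells of infected cells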
HTR5A ag: HTR5A agonism, opioid heterodimer counter-screen | P47898 | HTR5A agonist assay, luminescence, cell-based | activation, % at 9.3 µM | actives 0.61% (n = 340,000) | AID 504692; in the data active means activation mostly above about 9.5%, no sharp cut-off; inactive means mostly below about 7.6%;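 further: 0% = cells with vehicle only and 100% = reference agonist; strong numbers were not always called active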
An asterisk follows results filed as active.

For Cc1ccc(-n2c(=S)sc3c(=O)n(-c4ccccc4C)c(SCC(=O)O)nc32)cc1C the results were phage Ecoli inh 0.8, HTR5A inv ctr 8, Ecoli viability -1.6, Tat transport -8, CDK5 p35 inh -0.7, SUMO Mot1 rescue 15, DAGLB inh 6, PKA-R1A activ 1, PKA-R2B activ 2, AddAB inh 0.7 and HTR5A ag -2.
Screening COc1ccc(CN2C(=O)CSC2c2ccncc2)cc1 (stereo unspecified) returned phage Ecoli inh 2.1, HTR5A inv ctr 7, Ecoli viability -0.3, Tat transport -3, CDK5 p35 inh -0.1, SUMO Mot1 rescue -7, DAGLB inh -1, PKA-R1A activ -7, PKA-R2B activ 0, AddAB inh -5.7 and HTR5A ag 4.
Screening CSc1ccc(Cl)c(C(=O)NCc2ccco2)c1 returned phage Ecoli inh 1.3, HTR5A inv ctr -3, Ecoli viability 1.7, Tat transport 15, CDK5 p35 inh -6.6, SUMO Mot1 rescue -10, DAGLB inh -2, PKA-R1A activ -2, PKA-R2B activ 1, AddAB inh 2.4 and HTR5A ag 6.
CC(=O)Nc1ccc2[nH]c(C)c(CC=C(Cl)Cl)c(=O)c2c1 was read as phage Ecoli inh 2.8, HTR5A inv ctr -10, Ecoli viability -1.0, Tat transport -2, CDK5 p35 inh 0.4, SUMO Mot1 rescue -1, DAGLB inh 0, PKA-R1A activ 0, PKA-R2B activ 1, AddAB inh 1.0 and HTR5A ag 2.
`Cc1ccccc1-c1noc(CCC(=O)NCc2ccco2)n1` gave phage Ecoli inh 2.5, HTR5A inv ctr -9, Ecoli viability -1.1, Tat transport -8, CDK5 p35 inh 0.2, SUMO Mot1 rescue 8, DAGLB inh -3, PKA-R1A activ 3, PKA-R2B activ 14, AddAB inh -2.4 and HTR5A ag 4.
Screening CC(=O)N1CCN=C1SCc1ccccc1Cl returned phage Ecoli inh 1.2, HTR5A inv ctr 0, Ecoli viability -0.4, Tat transport -4, CDK5 p35 inh -1.8, SUMO Mot1 rescue -13, DAGLB inh 1, PKA-R1A activ -11, PKA-R2B activ 1, AddAB inh 2.8 and HTR5A ag 0.
Screening CC1(C)Cc2c(c(=S)nc(-c3ccccc3)n2CCOCCO)CO1 returned phage Ecoli inh 1.2, HTR5A inv ctr -37, Ecoli viability 0.9, Tat transport 4, CDK5 p35 inh -2.7, SUMO Mot1 rescue 181, DAGLB inh -1, PKA-R1A activ 14, PKA-R2B activ 6, AddAB inh -2.2 and HTR5A ag 0.
For COC(=O)c1ccc(CCc2cc(O)c(Br)cc2O)cc1 the results were phage Ecoli inh -2.9, HTR5A inv ctr -11, Tat transport 9, CDK5 p35 inh -1.8, DAGLB inh -3, PKA-R1A activ 2, PKA-R2B activ 0 and HTR5A ag 3.
For Cc1ccccc1Cn1cc(NC(=O)c2nn(C)cc2Cl)cn1 the results were phage Ecoli inh 2.6, HTR5A inv ctr 7, Ecoli viability 0.5, Tat transport -6, CDK5 p35 inh -0.4, SUMO Mot1 rescue 172, DAGLB inh 1, PKA-R1A activ 2, PKA-R2B activ 8, AddAB inh 1.0 and HTR5A ag -3.
`Cc1cccc(N2C(=O)C(Oc3ccc(Cl)cc3Cl)C2C(=O)O)c1C` (stereo unspecified) gave phage Ecoli inh 1.5, HTR5A inv ctr 7, Ecoli viability 1.5, Tat transport -9, CDK5 p35 inh -0.1, SUMO Mot1 rescue 3, DAGLB inh 5, PKA-R1A activ 4, PKA-R2B activ -3, AddAB inh 0.2 and HTR5A ag 3.
Screening CCC(=O)n1nc(-c2cccnc2)nc1NCc1ccc(OC)cc1 returned phage Ecoli inh 1.2, HTR5A inv ctr 9, Ecoli viability -0.9, Tat transport 0, CDK5 p35 inh 3.1, SUMO Mot1 rescue -5, DAGLB inh -6, PKA-R1A activ 7, PKA-R2B activ -12, AddAB inh 1.4 and HTR5A ag 2.
`Clc1ccc(C=NC23CN4CN(CN(C4)C2)C3)cc1` gave phage Ecoli inh 2.4, HTR5A inv ctr -35, Ecoli viability 1.5, Tat transport 0, CDK5 p35 inh -0.1, SUMO Mot1 rescue 5, DAGLB inh -9, PKA-R1A activ -19, PKA-R2B activ 8, AddAB inh 3.0 and HTR5A ag 14.
Screening CCC(C)(C)NC(=O)C(c1cccc(OC)c1OC)N(Cc1ccccc1)C(=O)CCC(=O)Nc1cc(C)on1 (stereo unspecified) returned phage Ecoli inh 1.6, HTR5A inv ctr -3, Ecoli viability -1.3, Tat transport 7, CDK5 p35 inh -1.4, SUMO Mot1 rescue -2, DAGLB inh 3, PKA-R1A activ -4, PKA-R2B activ -7, AddAB inh 1.6 and HTR5A ag -1.
`COc1ccc(N2CC(NS(=O)(=O)c3cccs3)CC2=O)cc1` (stereo unspecified) gave phage Ecoli inh 2.7, HTR5A inv ctr 18, Ecoli viability 0.5, Tat transport 0, CDK5 p35 inh -1.1, SUMO Mot1 rescue 23, DAGLB inh 2, PKA-R1A activ 2, PKA-R2B activ -6, AddAB inh 1.1 and HTR5A ag -4.
`Cc1cc(Nc2ccc3c(c2)OCCO3)c2cccc(C)c2n1` gave phage Ecoli inh 4.3, HTR5A inv ctr 11, Ecoli viability 0.4, Tat transport -5, CDK5 p35 inh 1.9, SUMO Mot1 rescue 1, DAGLB inh -1, PKA-R1A activ -7, PKA-R2B activ -11, AddAB inh 0.8 and HTR5A ag 1.
`Cc1ccc(NC(=O)Cc2noc3ccccc23)nc1` gave phage Ecoli inh 5.2, HTR5A inv ctr -11, Ecoli viability -1.0, Tat transport -5, CDK5 p35 inh -2.1, SUMO Mot1 rescue 7, DAGLB inh -1, PKA-R1A activ -8, PKA-R2B activ -9, AddAB inh 0.7 and HTR5A ag 4.
O=[N+]([O-])c1ccc(S(=O)(=O)NN=Cc2ccc(Cl)c(Cl)c2)cc1 was read as phage Ecoli inh 2.7, HTR5A inv ctr -50, Tat transport 2, CDK5 p35 inh -0.1, DAGLB inh 5, PKA-R1A activ 2, PKA-R2B activ 6 and HTR5A ag 13*.
For CN(C)CCN(C)Cc1c2ccccc2c(CN(C)CCN(C)C)c2ccccc12 the results were phage Ecoli inh -0.1, HTR5A inv ctr 8, Ecoli viability 1.4, Tat transport -4, CDK5 p35 inh 1.8, SUMO Mot1 rescue -11, DAGLB inh -9, PKA-R1A activ -14, PKA-R2B activ 1, AddAB inh 0.2 and HTR5A ag -2.
Screening COc1ccc([C@@H]2C[C@@H](c3ccccc3)Oc3cc(OC)c(OC)c(OC)c32)cc1 returned phage Ecoli inh 3.7, HTR5A inv ctr 3, Tat transport 1, CDK5 p35 inh -0.7, DAGLB inh -20, PKA-R1A activ 3, PKA-R2B activ -4 and HTR5A ag -1.
For COc1ccc(C(CCN2CCCC(C)C2)c2c(OC)cc(OC)c3c2OC(=O)CC3c2cc(OC)c(OC)c(OC)c2)cc1 (stereo unspecified) the results were HTR5A inv ctr -11, Ecoli viability -0.8, Tat transport -10, CDK5 p35 inh 2.0, SUMO Mot1 rescue -11, DAGLB inh 1, PKA-R1A activ 1, PKA-R2B activ 1, AddAB inh 4.8 and HTR5A ag 6.
O=C(NC1CC1)C1CCN(c2ccc(S(=O)(=O)N3CCOCC3)cc2Cl)CC1 was read as phage Ecoli inh 2.6, HTR5A inv ctr 3, Ecoli viability 0.8, Tat transport -1, CDK5 p35 inh 0.0, SUMO Mot1 rescue 2, DAGLB inh 4, PKA-R1A activ -3, PKA-R2B activ 4, AddAB inh -0.8 and HTR5A ag 1.
O=C(CSc1cccc2cccnc12)Nc1ccccc1F was read as phage Ecoli inh 2.4, HTR5A inv ctr 21, Ecoli viability -1.9, Tat transport -6, CDK5 p35 inh -0.8, SUMO Mot1 rescue 410, DAGLB inh -5, PKA-R1A activ 1, PKA-R2B activ -7, AddAB inh 1.3 and HTR5A ag 1.
For Cc1ccc(-c2c(C#N)c(N)nc3c2CCCCCC3)o1 the results were phage Ecoli inh 0.8, HTR5A inv ctr -6, Ecoli viability -0.4, Tat transport 1, CDK5 p35 inh -1.7, SUMO Mot1 rescue 127, DAGLB inh -2, PKA-R1A activ 5, PKA-R2B activ -3, AddAB inh 2.6 and HTR5A ag 2.
`O=C(C1CCN(Cc2ccc(F)cc2)CC1)N(CCO)Cc1ccccc1` gave phage Ecoli inh 3.6, HTR5A inv ctr -19, Ecoli viability -1.4, Tat transport 0, CDK5 p35 inh -0.2, SUMO Mot1 rescue -10, DAGLB inh 0, PKA-R1A activ 1, PKA-R2B activ 7, AddAB inh 3.9 and HTR5A ag 7.
For CCOCCCNC(=S)N1C2CCC1CC(NC(=O)NC1CCCCC1)C2 (stereo unspecified) the results were phage Ecoli inh 1.6, HTR5A inv ctr -5, Ecoli viability 1.6, Tat transport 1, CDK5 p35 inh -2.8, SUMO Mot1 rescue -7, DAGLB inh 3, PKA-R1A activ -6, PKA-R2B activ -1, AddAB inh 1.9 and HTR5A ag 3.
For Cc1c(C(=O)N2CCN(CCc3ccccn3)CC2)oc2ccc(F)cc12 the results were phage Ecoli inh 1.3, HTR5A inv ctr -19, Ecoli viability -2.0, Tat transport -8, CDK5 p35 inh 0.1, SUMO Mot1 rescue 39, DAGLB inh 0, PKA-R1A activ -11, PKA-R2B activ -4, AddAB inh -0.4 and HTR5A ag 5.
COc1ccc(NC(=O)CNCCC2=CCCCC2)cc1 was read as phage Ecoli inh 1.6, HTR5A inv ctr 8, Ecoli viability 0.7, Tat transport 1, CDK5 p35 inh -1.0, SUMO Mot1 rescue 11, DAGLB inh -1, PKA-R1A activ -11, PKA-R2B activ -5, AddAB inh 0.9 and HTR5A ag 0.
CC(=O)c1ccccc1NC(=O)c1ccc2c(c1)NC(=O)C(C)S2 (stereo unspecified) was read as phage Ecoli inh 2.9, HTR5A inv ctr -2, Ecoli viability -1.7, Tat transport -1, CDK5 p35 inh 1.0, SUMO Mot1 rescue 10, DAGLB inh -1, PKA-R1A activ -11, PKA-R2B activ -2, AddAB inh 5.7 and HTR5A ag 1.
Screening Cc1ccc(S(=O)(=O)N2CCN(C(=O)c3cc(=O)[nH]c4ccccc34)CC2)c(C)c1 returned phage Ecoli inh 0.5, HTR5A inv ctr 8, Ecoli viability 0.7, Tat transport -6, CDK5 p35 inh 3.1, SUMO Mot1 rescue -12, DAGLB inh -2, PKA-R1A activ -11, PKA-R2B activ 2, AddAB inh -1.7 and HTR5A ag 0.
Screening CCn1cnc2c1c(=O)n(Cc1cccc([N+](=O)[O-])c1)c(=O)n2Cc1ccccc1 returned phage Ecoli inh 0.0, HTR5A inv ctr 1, Ecoli viability -2.0, Tat transport 4, CDK5 p35 inh -0.9, SUMO Mot1 rescue -12, DAGLB inh -2, PKA-R1A activ 1, PKA-R2B activ 3, AddAB inh 1.0 and HTR5A ag -1.
`Clc1ccc(CSc2nnc(/C=C/c3ccccc3)o2)cc1` gave phage Ecoli inh 2.9, HTR5A inv ctr -11, Ecoli viability 0.5, Tat transport -5, CDK5 p35 inh -0.2, SUMO Mot1 rescue -2, DAGLB inh -4, PKA-R1A activ 1, PKA-R2B activ -2, AddAB inh 4.6 and HTR5A ag 4.

Compounds as they come. Share with any hit: about 2.3%.
